PrPC surface inh = reduces human prion protein on the cell surface; P04156; inhibition, % at 13.8 µM; cell surface PrPC, TR-FRET read-out; 0.43% of 370,000 active; in the data active means inhibition above about 24%; further: 0% = median of the test wells and 100% = reference compound wells
VHR inh abs = blocks human VHR1 dual specificity phosphatase. recombinant VHR phosphatase, pNPP absorbance. AID 1654. inhibition, % at 13.3 µM. 0.52% of 290,000 active; in the data active means inhibition above about 50%; further: some compounds called inactive have numbers as strong as hits
Target sequence (P51452 whole entry, looked up): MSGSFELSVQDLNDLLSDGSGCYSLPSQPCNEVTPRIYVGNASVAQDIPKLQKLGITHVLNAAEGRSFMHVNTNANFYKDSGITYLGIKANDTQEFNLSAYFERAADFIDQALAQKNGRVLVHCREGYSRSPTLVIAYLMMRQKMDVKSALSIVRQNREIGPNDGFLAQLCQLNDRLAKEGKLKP
Anthrax LF prot = blocks Bacillus anthracis lethal factor protease; 0.12% of 360,000 active; AID 588501; inhibition, % at 10 µM; P15917; multiplex microsphere protease cleavage assay, LF; further: plate controls were buffer without enzyme for full effect and enzyme alone for no effect
BoNT A protease = inhibitors of Botulinum neurotoxin A light chain protease; multiplex microsphere protease substrate cleavage, flow cytometry; inhibition, % at 10 µM; 0.17% of 360,000 active; further: plate controls were buffer without enzyme for full effect and enzyme alone for no effect
CCHFV vOTU inh = blocks the CCHF virus ovarian tumor domain protease | AID 651958 | inhibition, % at 11.5 µM | 0.55% of 370,000 active | CCHFV vOTU protease, Pep-AMC fluorescence; in the data active means inhibition above about 30%; further: 0% = vehicle wells with enzyme and 100% = no enzyme wells
MazF activator = activators of E. coli MazEF toxin-antitoxin RNase; 0.32% of 350,000 active; activation, % at 20 µM; P0AE70; FAM/BHQ RNA-DNA oligo cleavage fluorescence, 5 h; in the data active means activation above about 50%
Target sequence (P0AE70 whole entry, looked up): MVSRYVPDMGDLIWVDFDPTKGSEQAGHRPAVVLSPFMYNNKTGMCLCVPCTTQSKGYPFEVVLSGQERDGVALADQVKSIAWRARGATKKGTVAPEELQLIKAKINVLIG
BoNT-F LC inh = BoNT F light chain protease inhibition | inhibition, % at 10 µM | AID 588497 | Multiplex microsphere protease cleavage assay, flow cytometry | 0.22% of 360,000 active; in the data active means inhibition above about 35%, passing the limit was not always enough; inconclusive means no clear call, values can overlap the other calls; further: plate controls were buffer without enzyme for full effect and enzyme alone for no effect
Rv3671c inh = Rv3671c (M. tuberculosis) protease inhibition; P9WHR9; inhibition, % at 5.96 µM; 0.048% of 320,000 active; in the data active means inhibition above about 38%;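 further: extracellular domain of Rv3671c used as enzyme; 0% = enzyme with DMSO and 100% = no enzyme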
Target sequence (P9WHR9 whole entry, looked up, the tested form may be a part): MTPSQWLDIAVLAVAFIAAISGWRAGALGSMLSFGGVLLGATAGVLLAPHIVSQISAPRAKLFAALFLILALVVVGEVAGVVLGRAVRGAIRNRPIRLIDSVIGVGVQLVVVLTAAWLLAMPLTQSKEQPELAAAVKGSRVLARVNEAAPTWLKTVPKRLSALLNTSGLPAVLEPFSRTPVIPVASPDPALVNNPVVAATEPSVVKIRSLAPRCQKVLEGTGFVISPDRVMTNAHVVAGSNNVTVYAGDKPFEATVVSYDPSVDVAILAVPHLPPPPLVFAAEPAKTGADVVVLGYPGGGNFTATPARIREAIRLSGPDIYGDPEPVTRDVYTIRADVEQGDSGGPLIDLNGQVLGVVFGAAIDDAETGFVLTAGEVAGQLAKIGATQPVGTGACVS
SSB-PriA inh = blocks PriA binding to SSB C-terminal tail; AlphaScreen SSBct-PriA binding, biotinylated peptide; AID 1272365; 0.6% of 430,000 active; inhibition, % at 33 µM; in the data active means inhibition mostly above about 37%, no sharp cut-off; inactive means mostly below about 20%;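 further: plate controls were negative control peptide for no effect and reference peptide for full effect; strong numbers were not always called active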
SARS 3CLpro inh = SARS-CoV 3CLpro protease inhibition. P0C6X7. recombinant SARS-CoV 3CLpro, quenched FRET peptide cleavage. inhibition, % at 6 µM. 0.14% of 290,000 active. AID 1706; in the data active means inhibition above about 12%
* = called active by the depositor; i = inactive; ? = inconclusive; . = not tested or not shown; & = joins results of further samples. Unless noted, no stated cut-off is given here; in the data, active means inhibition above about 30%; inconclusive means no clear call, values can overlap the other calls; inactive means below that. These rows are one share of the data. The share of hits here may be higher or lower than overall.

SMILES	PrPC surface inh	VHR inh abs	Anthrax LF prot	BoNT A protease	CCHFV vOTU inh	MazF activator	BoNT-F LC inh	Rv3671c inh	SSB-PriA inh	SARS 3CLpro inh
Cc1ccc(NS(=O)(=O)c2ccc3c(c2)NC(=O)C(C)C(=O)N3)c(Br)c1 (centres undefined)	1	13	5	-0.7	2	-1	-14	1	6	5
COc1ccc(C)cc1N(C(=O)COc1cccc(F)c1)c1nc2ccccc2s1	-8	1	-5	-0.2	-2	0	-8	-2	3	-1
OCc1ccc(-c2nn(Cc3ccccc3)c3ccccc23)o1	10	.	-8	-0.4	-4	8	-5	-12	41*	.
COc1ccc(-c2csc(NC(=O)c3cccs3)c2C(=O)O)cc1OC	7	14	4	-0.1	-15	1	-3	-6	3	7
CN(Cc1ccccc1)c1nc(N)c([N+](=O)[O-])c(NCc2ccccc2)n1	1	0	-3	0.3	-7	-7	4	-14	15	2
CN(C(=O)CSc1nnc(-c2ccccc2F)o1)c1ccccc1	1	.	-4	-1.8	-1	8	0	3	0	.
N/C(=N\c1nc2c(c(=O)[nH]1)CCC2)Nc1cccc(Cl)c1	7	2	-4	1.0	-14	3	-7	-29	.	-5
CC(=O)Nc1ccc2c(c1)C(=O)c1cccc(C(=O)O)c1-2	-32	.	2	0.0	2	6	0	.	-8	.
CCOC(=O)C1(Cc2cccc(OC)c2)CCN(C(C)CC(C)(C)O)CC1 (centres undefined)	0	6	-1	-0.5	6	9	0	-3	3	0
CCOCCCNc1ncnc2c1[nH]c1ccccc12	13	-2	0	0.0	-2	6	-5	-5	-1	-6
CCN1CCN(C(=O)/C=C/c2ccc([N+](=O)[O-])cc2)CC1	-57	4	0	0.6	-2	-8	-2	0	-5	-1
O=C(O)COCC(=O)N1CCN(C(c2ccccc2)c2ccccc2)CC1	4	16	15	?	-10	11	?	-2	3	6

Next part (three carried over from the part before).
SMILES	PrPC surface inh	VHR inh abs	Anthrax LF prot	BoNT A protease	CCHFV vOTU inh	MazF activator	BoNT-F LC inh	Rv3671c inh	SSB-PriA inh	SARS 3CLpro inh
CCOCCCNc1ncnc2c1[nH]c1ccccc12	13	-2	0	0.0	-2	6	-5	-5	-1	-6
CCN1CCN(C(=O)/C=C/c2ccc([N+](=O)[O-])cc2)CC1	-57	4	0	0.6	-2	-8	-2	0	-5	-1
O=C(O)COCC(=O)N1CCN(C(c2ccccc2)c2ccccc2)CC1	4	16	15	?	-10	11	?	-2	3	6
COc1ccc(NC(=O)CN(c2ccccc2F)S(=O)(=O)c2ccc(C)cc2)cc1	4	-19	-5	-3.7	-5	9	?	-5	5	4
CCOC(=O)c1cc(-c2ccc(C)cc2)nc2nc(SC)[nH]c(=O)c12	4	-4	0	0.3	-22	10	6	9	4	2
O=C1c2ccccc2C(O)(c2ccccc2)N1CCc1ccccc1 (centres undefined)	-3	2	2	-9.5	-7	3	-34	1	-7	5
Cc1ccc(OCCCn2ccnc2)c(Br)c1	-3	-13	-7	1.7	4	-1	?	3	-11	0
COc1ccc(C)cc1NC(=O)c1nnn(Cc2cccc(C(F)(F)F)c2)c1N	13	4	-1	-0.8	-5	3	-3	2	-9	0
O=C(c1ccc(Cl)cc1)c1ccc(CN2C(=O)c3ccccc3C2=O)o1	1	19	-1	0.3	15	-1	-8	-15	-12	2
Cc1ccccc1C(=O)c1cccn1CC(=O)NCCCc1ccccc1	-2	2	.	.	11	-9	.	4	0	6
O=C1CSC(c2cccnc2)N1c1ccc(F)cc1 (centres undefined)	4	2	.	.	-6	7	.	-3	-9	3
O=C(NCc1ccncc1)c1cncc(Br)c1	1	20	0	0.7	5	4	2	-8	-10	0
CCOC(=O)c1ccc(NC(=O)CC2OCCN(CC)C2=O)cc1 (centres undefined)	1	-8	-13	-2.0	4	-1	-2	-10	-7	0
CC1=C(C(=O)Nc2ccccn2)C(c2ccc(Cl)cc2Cl)NC(=S)N1 (centres undefined)	4	15	1	-0.3	-3	-1	2	-1	6	1
CSc1nc(SCC(N)=O)c2c3c(sc2n1)CN(C)CC3	-16	10	2	2.4	-17	-22	1	4	10	-7

Part of the list above, in markdown:
| structure | PrPC surface inh | VHR inh abs | Anthrax LF prot | BoNT A protease | CCHFV vOTU inh | MazF activator | BoNT-F LC inh | Rv3671c inh | SSB-PriA inh | SARS 3CLpro inh |
| --- | --- | --- | --- | --- | --- | --- | --- | --- | --- | --- |
| O=C1c2ccccc2C(O)(c2ccccc2)N1CCc1ccccc1 (centres undefined) | -3 | 2 | 2 | -9.5 | -7 | 3 | -34 | 1 | -7 | 5 |
| Cc1ccc(OCCCn2ccnc2)c(Br)c1 | -3 | -13 | -7 | 1.7 | 4 | -1 | ? | 3 | -11 | 0 |

Next part.
SMILES	PrPC surface inh	VHR inh abs	Anthrax LF prot	BoNT A protease	CCHFV vOTU inh	MazF activator	BoNT-F LC inh	Rv3671c inh	SSB-PriA inh	SARS 3CLpro inh
CC(=O)c1ccc(OCc2cc(C(=O)NC3CCCCC3)no2)cc1	2	5	-1	-2.6	4	4	-10	-6	6	-2
COc1ccc(Cl)cc1Nc1nc(C)nc2c1oc1ccccc12	2	24	8	-0.8	-2	0	?	-5	-9	3
O=c1[nH]c2ccccc2cc1-c1nnn(-c2ccc(Cl)c(Cl)c2)n1	2	.	2	0.3	-1	10	-4	8	-6	.
O=C(CCNC(=O)c1ccccc1)NCC1CCCCC1	6	-6	1	0.4	1	1	7	7	-4	-4
CC(=O)c1ccc(OC(=O)CCNC(=O)c2ccccc2)cc1	-2	.	-2	3.7	7	6	-5	10	-2	.
CC1CN(C(=O)Nc2ccc3snnc3c2)c2ccccc21 (centres undefined)	3	28	-4	0.0	2	9	14	-1	-7	4
CCC1CCCCN1CCCNC(=O)Cn1nc(C)n2nc(-c3ccccc3)cc2c1=O (centres undefined)	-1	-9	0	0.1	-6	11	7	1	-9	0
COc1cc(C)c(Cl)cc1S(=O)(=O)NCc1ccco1	-5	7	-2	-0.4	2	2	?	1	0&-5	-2
CC(C)CCn1c(CN2CCN(c3cccc(Cl)c3)CC2)nc2c1c(=O)n(C)c(=O)n2C	-6	26	-9	-0.3	24	14	-7	-1	0	.
O=C(Nc1ccccc1)OC1C2CCC1C(N1CCCCC1)CC2 (centres undefined)	-5	25	0	-0.4	-11	3	10	5	-3	-1
O=C(NCc1ccco1)c1ccc(Cl)nc1	1	-3	1	0.2	-1	2	2	8	-2	-4
O=C(NCc1cccnc1)/C(=C\c1ccc(-c2ccc(Br)cc2)o1)S(=O)(=O)c1ccccc1	11	3	-2	0.0	7	1	-3	-44	-10	-1

Sorted by molar mass (smallest number first): part of the list above
SMILES	PrPC surface inh	VHR inh abs	Anthrax LF prot	BoNT A protease	CCHFV vOTU inh	MazF activator	BoNT-F LC inh	Rv3671c inh	SSB-PriA inh	SARS 3CLpro inh
CN(C(=O)CSc1nnc(-c2ccccc2F)o1)c1ccccc1	1	.	-4	-1.8	-1	8	0	3	0	.
CCOC(=O)c1cc(-c2ccc(C)cc2)nc2nc(SC)[nH]c(=O)c12	4	-4	0	0.3	-22	10	6	9	4	2
O=C(c1ccc(Cl)cc1)c1ccc(CN2C(=O)c3ccccc3C2=O)o1	1	19	-1	0.3	15	-1	-8	-15	-12	2
COc1ccc(-c2csc(NC(=O)c3cccs3)c2C(=O)O)cc1OC	7	14	4	-0.1	-15	1	-3	-6	3	7
CCC1CCCCN1CCCNC(=O)Cn1nc(C)n2nc(-c3ccccc3)cc2c1=O (centres undefined)	-1	-9	0	0.1	-6	11	7	1	-9	0

Exported in CSV form: two of the compounds above.
compound,PrPC surface inh,VHR inh abs,Anthrax LF prot,BoNT A protease,CCHFV vOTU inh,MazF activator,BoNT-F LC inh,Rv3671c inh,SSB-PriA inh,SARS 3CLpro inh
CCOC(=O)C1(Cc2cccc(OC)c2)CCN(C(C)CC(C)(C)O)CC1 (centres undefined),0,6,-1,-0.5,6,9,0,-3,3,0
CCOCCCNc1ncnc2c1[nH]c1ccccc12,13,-2,0,0.0,-2,6,-5,-5,-1,-6

Next section
SMILES	PrPC surface inh	VHR inh abs	Anthrax LF prot	BoNT A protease	CCHFV vOTU inh	MazF activator	BoNT-F LC inh	Rv3671c inh	SSB-PriA inh	SARS 3CLpro inh
O=C(CCCn1c(=S)[nH]c2cc3c(cc2c1=O)OCO3)NCCc1ccccc1Cl	-4	4	0	0.0	-3	19	1	-7	1	-4
Cc1ccc2c(c1)C(c1ccc([N+](=O)[O-])cc1)=NNC(c1ccc(Br)cc1)=N2	4	-10	0	0.2	1	7	-2	-1	-8	3
COc1ccccc1C(=O)NCCNc1nc2cc(C)cc(C)c2cc1C#N	1	-23	0	0.9	-22	1	16	-3	-22	-2
CCCCNC(=O)c1cn(CC)c2ccc(S(=O)(=O)N3CCCC3)cc2c1=O	-1	20	-2	-0.5	9	-8	-3	-9	-1	0
CCOC(=O)N/N=C/c1cn(Cc2ccc(F)cc2)c2ccccc12	7	17	-5	-1.0	3	0	-10	5	i	-3
COc1ccc(C(=O)NCC(=O)N2CC=C(c3ccccc3)CC2)cc1OC	7	.	-5	1.8	-8	1	-1	-2	-6	.
CCn1c(NCc2cccc(OC)c2OC)nc2ccccc21	-4	13	0	0.0	-3	5	26	0	-10	1
C[C@H](CO)N1C[C@H](C)[C@H](CN(C)C(=O)Nc2cccc(F)c2)Oc2cc(C#CC3(O)CCCC3)ccc2S1(=O)=O	3	.	-6	0.0	0	2	1	.	.	.
O=C(NC1CC1)C1=C[C@H](C2CCCCC2)C[C@H](OCCCCO)O1	-3	15	-5	0.7	-2	0	-2	-7	-5	.
O=C(C1CCCO1)N1CCN(S(=O)(=O)c2ccc(F)cc2)CC1 (centres undefined)	-1	.	-4	0.6	-3	7	16	5	-5	.
CCOc1c2ccc(C(=O)NCc3cc(C(F)(F)F)cc(C(F)(F)F)c3)cc2nn1CCOC	4	15	-1	0.9	-15	4	-6	-1	-12	3
O=C(CCc1nc2ccccc2[nH]c1=O)OCc1ccc(S(=O)(=O)N2CCOCC2)cc1	-2	-6	-6	-2.3	-19	-2	-21	-3	2	-1
CC(C)(C)c1cc(=O)[nH]c(SCc2ccccc2Cl)n1	5	2	-1	-0.9	7	-7	-5	-1	-14	-9
O=C(NC1CCCCCC1)c1c2c(nc3ccccc13)CCN(Cc1ccccc1)C2	-2	9	6	9.6	-25	-7	-8	-7	14	6
C=Cc1ccc(CSc2cc(C)nc3nc(C)nn23)cc1	9	8	2	-0.8	17	-9	4	1	-14	-1
S=C(NCc1cccnc1)Nc1ccc(Cl)c(Cl)c1	7	-1	0	-1.0	7	3	-3	-1	7	2
CCOC(=O)c1oc2ccccc2c1COC(=O)CNC(=O)c1ccccc1OC	-7	.	6	2.4	11	6	3	-4	-31	.
C=CCNc1nc(N)c(C(=O)c2ccc3c(c2)OCO3)s1	-6	21	-1	0.3	26	0	2	4	-1	-2
COC(=O)c1ccc(Nc2nc3ccc(C)cc3n3cnnc23)cc1	11	-10	-7	0.2	15	-54	-8	-1	-3	4
CCCn1c(N)c(N(CCOC)C(=O)c2ccc([N+](=O)[O-])cc2Cl)c(=O)[nH]c1=O	-2	-22	-10	-1.2	5	-1	-12	-7	-1	-5
Nc1nc(-c2ccccc2Cl)cs1	-4	.	-7	-0.6	8	-30	-5	.	5	.
O=C(CC1SCCNC1=O)Nc1ccc(Cl)c(Cl)c1 (centres undefined)	-3	17	-5	-0.1	2	10	-2	-3	-5	1
COc1ccc(CCNC(=O)c2cn3ccc(C)cc3n2)cc1OC	-6	16	-7	-0.7	-1	0	-3	1	-1	1

Compound activity: PubChem BioAssay, several laboratories
